# TRPC4 act: activators of mouse TRPC4 channel, primary screen, Fluo4 calcium, HEK293 TRPC4beta/mu-opioid cells. 310,000 tested, 0.49% active. Fluo4 calcium fluorescence; hits give high values. B-score at 10 µM. Short transient receptor potential channel 4 (Mus musculus), Q9QUQ5;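 active means B-score above 5 SD of library B-scores, and initial fluorescence ratio not above library mean plus 5 SD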;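 further: positive B-score marks a calcium rise read as TRPC4 activation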
# Target sequence (Q9QUQ5 whole entry, looked up): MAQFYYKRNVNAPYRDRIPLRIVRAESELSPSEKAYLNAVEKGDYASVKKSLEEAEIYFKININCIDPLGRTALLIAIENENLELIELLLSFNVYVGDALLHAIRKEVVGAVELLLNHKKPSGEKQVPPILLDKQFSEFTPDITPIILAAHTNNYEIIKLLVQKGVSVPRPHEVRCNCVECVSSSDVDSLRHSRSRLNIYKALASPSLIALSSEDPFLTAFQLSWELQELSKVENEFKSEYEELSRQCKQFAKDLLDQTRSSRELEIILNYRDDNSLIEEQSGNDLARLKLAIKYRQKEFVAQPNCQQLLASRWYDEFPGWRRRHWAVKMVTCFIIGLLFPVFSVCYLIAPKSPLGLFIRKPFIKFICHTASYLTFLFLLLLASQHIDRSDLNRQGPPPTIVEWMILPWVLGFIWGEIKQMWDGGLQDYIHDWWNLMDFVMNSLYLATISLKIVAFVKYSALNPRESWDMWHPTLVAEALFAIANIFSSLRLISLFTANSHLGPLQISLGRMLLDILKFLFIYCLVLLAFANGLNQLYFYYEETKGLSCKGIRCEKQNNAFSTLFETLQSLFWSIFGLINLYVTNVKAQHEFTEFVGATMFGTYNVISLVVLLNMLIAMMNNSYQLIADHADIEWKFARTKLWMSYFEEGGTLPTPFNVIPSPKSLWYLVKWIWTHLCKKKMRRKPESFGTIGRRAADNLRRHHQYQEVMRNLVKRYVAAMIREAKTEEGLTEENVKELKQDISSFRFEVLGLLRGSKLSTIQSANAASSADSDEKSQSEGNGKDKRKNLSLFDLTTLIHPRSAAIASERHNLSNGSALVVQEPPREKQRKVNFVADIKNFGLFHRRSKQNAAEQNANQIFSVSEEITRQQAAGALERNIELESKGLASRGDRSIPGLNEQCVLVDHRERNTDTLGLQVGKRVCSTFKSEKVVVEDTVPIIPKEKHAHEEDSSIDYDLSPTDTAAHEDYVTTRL
#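 Material: TRPC4beta and mu-opioid receptor HEK293 stable cells | Incubation: 45 min room-temperature Fluo4 loading, 110 s read | Detection: Kinetic Fluo4 calcium fluorescence | Measure: Integrated baseline-normalised fluorescence ratio, converted to per-well B score | Benchmarks: Low control buffer alone, high control maximal DAMGO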
# TMEM16A inh: TMEM16A chloride channel inhibitors, primary screen, cell-based, HTS. HEK293 TMEM16A/YFP iodide influx fluorescence, ionomycin. 310,000 tested, 1.2% active. Anoctamin-1 (Mus musculus), Q8BHY3. normalized B-score (activity score, 25-100; higher = stronger inhibition) at 10 µM;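 active means ratio plate-corrected score three or more library SD toward inhibition, starting fluorescence score within five deviations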;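 further: score derived from kinetic fluorescence span divided by baseline fluorescence per well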
# MrgX1 antagonist: antagonists of human MrgX1 receptor, primary screen, HEK293 cells, Fluo-4 calcium flux; 310,000 tested, 1.3% active; Mas-related G-protein coupled receptor member X1 (Homo sapiens), Q96LB2; BAM8-22 antagonism; hits give low values; B-score at 10 µM; AID 588676, 2011;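 active means calcium-response B-score plate-corrected more than 3 library SD below zero, starting fluorescence within 5 deviations, no agonist response on first addition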;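 further: peak minus trough fluorescence over baseline after final BAM8-22 challenge near maximal dose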
# RGS4 block: RGS4 inhibitors, primary screen, cell-based, HEK293 M3R inducible RGS4, calcium flux; 310,000 tested, 0.45% active; B-score at 10 µM; Fluo-4 calcium flux; hits give high values; triggered by carbachol at its EC20; AID 463165, 2010; Regulator of G-protein signaling 4 (Homo sapiens), P49798;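 active means B-score, a plate-corrected calcium signal, over three deviations above library mean, with baseline fluorescence within five deviations of library mean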;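 further: RGS4 expression induced by doxycycline in cells with stable M3 receptor; B-score is computed from the integrated fluorescence ratio over baseline after carbachol; higher B-score means a larger calcium signal and so more RGS4 inhibition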
# TRPC4 inh: inhibitors of mouse TRPC4 channel, primary screen, Fluo4 calcium, HEK293 TRPC4beta/mu-opioid cells; B-score at 10 µM; DAMGO-evoked Fluo4 calcium flux; hits give low values; Short transient receptor potential channel 4 (Mus musculus), Q9QUQ5; 300,000 tested, 0.39% active;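 active means B-score over 3 SD under the library average, no early fluorescence shift, positive overall ratio signal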
#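 Assay system: Stable TRPC4beta/mu-opioid receptor HEK293 cells | Reagent: DAMGO in two steps, submaximal then maximal | Compound dosing: Single concentration per test compound | Signal: Fluo4 Ca2+ flux fluorescence | Evaluation: Per-well B score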
# TMEM16A act: TMEM16A chloride channel activators or potentiators, primary screen, cell-based, HTS | Anoctamin-1 (Mus musculus), Q8BHY3 | HEK293 TMEM16A/YFP-H148Q/I152L, iodide quench fluorescence; hits give low values | B-score at 10 µM | 340,000 tested, 0.3% active;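 active means fluorescence-ratio B-score plate-corrected deviation score at least 3 library SD below zero, with starting fluorescence score within 5 deviations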;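 further: channel opened by trigger with iodide after compound preincubation; score built on the fluorescence ratio of max minus min over baseline; more negative score means more quench and so TMEM16A activation or potentiation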
# TRPC6 act: mouse TRPC6 channel activators, primary screen, cell-based, HEK293, membrane potential dye; Short transient receptor potential channel 6 (Mus musculus), Q61143; HEK293-TRPC6 membrane potential dye fluorescence; hits give high values; B-score at 10 µM; 310,000 tested, 0.13% active; AID 2550, 2010;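 active means B-score of the integrated fluorescence ratio above library mean plus 3 SD, and starting fluorescence ratio within library mean plus 5 SD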;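 further: higher score means more depolarization so channel activation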
# TRPC6 inh: mouse TRPC6 channel inhibitors, primary screen, cell-based, HEK293, membrane potential dye; Short transient receptor potential channel 6 (Mus musculus), Q61143; ACh-evoked depolarization; hits give low values; B-score at 10 µM; 310,000 tested, 1.1% active; AID 2553, 2010;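 active means B-score under library mean minus 3 SD, initial fluorescence not abnormally high, positive integrated signal ratio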;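 further: B-score derived from integrated fluorescence ratio over the kinetic read; more negative B-score means stronger inhibition of depolarization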
# TRPC4 potent: positive allosteric modulators of TRPC4, primary screen, cell-based, mouse TRPC4beta, HEK293 mu-opioid, Fluo-4 calcium; Short transient receptor potential channel 4 (Mus musculus), Q9QUQ5; DAMGO EC20, Fluo-4 Ca2+ flux; hits give high values; B-score at 10 µM; 310,000 tested, 0.42% active;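 active means B-score of calcium response area above 5 SD of library B-scores, with initial fluorescence ratio within 5 SD of library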;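 further: B-score of integrated fluorescence ratio over time as area under calcium response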
# MrgX1 agonist: agonists of human MrgX1 receptor, primary screen, HEK293 cells, Fluo-4 calcium flux; 310,000 tested, 0.44% active; Fluo-4 calcium fluorescence, agonist mode; hits give high values; AID 588627, 2011; Mas-related G-protein coupled receptor member X1 (Homo sapiens), Q96LB2; B-score at 10 µM;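 active means calcium response B-score plate-corrected fluorescence ratio at least 3 library SD, with starting fluorescence B-score inside 5 SD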
#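 Assay system: stable human MrgX1 HEK293 cell line. Quantity: 15,000 cells per well. Schedule: cells plated overnight, dye loaded 0.5 h 37 °C, 0.5 h room temperature. Detection: Fluo-4 NW calcium-flux fluorescence, kinetic read. Read-out basis: peak-minus-minimum fluorescence over baseline, converted to B scores. Control set: positive and negative control wells on each plate.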
# MrgX1 PAM: positive allosteric modulators of MrgX1, primary screen, HEK293 cells, Fluo-4 calcium flux; Mas-related G-protein coupled receptor member X1 (Homo sapiens), Q96LB2; FDSS; hits give high values; B-score at 10 µM; 310,000 tested, 0.63% active;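 active means plate-corrected calcium response at least 3 library SD above typical, normal starting fluorescence, not activating the receptor alone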;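 further: compound read alongside a low EC10 to EC30 dose of BAM8-22 agonist; peak minus trough fluorescence over baseline measured at the second addition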
# The depositor's hits bear a star; i = inactive; nt = no result given.
SMILES,TRPC4 act,TMEM16A inh,MrgX1 antagonist,RGS4 block,TRPC4 inh,TMEM16A act,TRPC6 act,TRPC6 inh,TRPC4 potent,MrgX1 agonist,MrgX1 PAM
CCOc1ccccc1NC(=O)N1CCN(S(C)(=O)=O)CC1,i,i,i,i,i,i,i,i,i,i,i
Cc1cc(/C=C2\SC(=S)N(Cc3ccco3)C2=O)c(C)n1-c1ccccc1,i,i,-4.5*,i,i,i,i,i,i,i,i
Cc1cc(N2C(=O)C(O)=C(C(=O)c3ccco3)C2c2cccc(O)c2)no1 (configuration not stated),i,i,i,i,i,i,i,i,i,i,i
COC(=O)C(NNc1ccccc1C)(NC(=O)c1ccc(F)cc1)C(F)(F)F (configuration not stated),i,i,i,i,i,i,i,i,i,i,i
Cc1cccc(OCCn2nnc3ccccc32)c1C,i,i,i,i,i,i,i,i,i,i,i
CCOC(=O)N1CCN(C(=O)c2cc(C)c3c(C)nn(-c4ccccc4)c3n2)CC1,i,i,i,i,i,i,i,i,i,i,i
CCN(CC(=O)NCCc1ccccc1)S(=O)(=O)c1ccc(Br)cc1,i,i,i,i,i,i,i,i,i,i,i
CCOC(=O)CN1C(=O)N[C@@H](c2cccc(C(F)(F)F)c2)C(C(C)=O)=C1C,i,i,i,i,i,i,i,i,i,i,i
COc1ccc(S(=O)(=O)N2CCC(C(=O)NCc3ccccn3)CC2)cc1OC,i,i,i,i,i,i,i,i,i,i,i
CCOc1ccc(NC(=S)N(CCN2CCOCC2)Cc2ccc3c(c2)CCCN3CC)cc1,i,i,i,i,i,i,i,i,i,i,i
O=C(CSc1ccccn1)N/N=C/C=C/c1ccccc1,i,i,i,i,i,i,i,i,i,i,i
O=C(NC(=S)Nc1nc(-c2ccccc2)cs1)c1cncc(Br)c1,i,i,i,i,i,i,i,i,i,i,i
O=C(Nc1nc(N2C(=O)c3ccccc3C2=O)n(-c2ccccc2)n1)c1ccc(F)cc1,i,i,i,i,i,i,i,i,i,i,i
O=C(Nc1cc(S(=O)(=O)N2CCOCC2)ccc1O)c1ccco1,i,i,i,i,i,i,i,i,i,i,i
O=S(=O)(NCC(c1ccco1)N1CCN(c2ccccc2F)CC1)c1ccccc1 (configuration not stated),i,i,i,i,i,i,i,i,i,i,i
Cn1cc(CNC(=O)c2cc(-c3ccc(Br)cc3)nc3ccccc23)cn1,i,i,i,i,i,i,i,i,i,i,i
Cc1ccc2c(c1)c1ncnc(N3CCc4ccccc4C3)c1n2C,i,i,i,i,i,nt,i,i,i,i,8.1*
CC(C)(C)NC(=O)c1c(F)c(F)c(F)c(F)c1F,i,i,i,i,i,i,i,i,i,i,i
COC(=O)c1csc2c(C(F)(F)F)cc(N3CCN(C(=O)Nc4ccccc4)CC3)nc12,i,i,i,i,i,i,i,i,i,i,i
CC1CC1C(=O)N1CCN(S(=O)(=O)c2cccc(F)c2)CC1 (configuration not stated),i,i,i,i,i,i,i,i,i,i,i
O=S(c1ccsc1)c1ccsc1,i,i,i,i,i,i,i,i,i,i,i
CC(=O)c1ccc(NC(=O)Cn2nc(C)c([N+](=O)[O-])c2C)cc1,i,i,i,i,i,i,i,i,i,i,i
CCCS(=O)(=O)N1CCCC(C(=O)Oc2ccc(OC)cc2)C1 (configuration not stated),i,i,i,i,i,i,i,i,i,i,i
COc1ccc([C@@H]2[C@@H]3C(=O)N(C(C)(C)C)C(=O)[C@@H]3[C@]3(C)C(=O)N(c4cccc(C)c4)C(=O)N23)cc1,i,i,i,i,i,i,i,i,i,i,i
CC(=O)c1ccc(NC2OC(C)C(O)C(O)C2O)cc1 (configuration not stated),i,i,i,i,i,i,i,i,i,i,i
Cc1csc(NC(=O)CSc2nc(C)cs2)n1,i,i,i,i,i,i,i,i,i,i,i
O=C(COc1ccc2c(c1)CCC2)NCc1ccccc1,i,i,i,i,i,i,i,i,i,i,i
Cn1c(C(=O)N2CCN(c3ccc(Cl)cc3)CC2)cc2c(=O)[nH]c3ccccc3c21,i,i,i,i,i,i,i,i,i,i,i
Cc1ccccc1C(=O)Nc1nnc(-c2ccc(C(C)(C)C)cc2)s1,i,i,i,i,i,i,i,i,i,i,i
CCOc1cc(CNCc2cccnc2)ccc1OCC(=O)NC(C)(C)C,i,i,i,i,i,i,i,i,i,i,i
CCN(CC)C(=O)COc1ccc(S(=O)(=O)N2CCOCC2)cc1,i,i,i,i,i,i,i,i,i,i,i
CN=C1S/C(=C\c2cccc(Cl)c2Cl)C(=O)N1C,i,i,i,i,i,i,i,i,i,i,i
Cc1ccc(S(=O)(=O)NCc2ccccc2)s1,i,i,i,i,i,i,i,i,i,i,i
CCC(=O)Nc1nc2ccc3sc(C)nc3c2s1,i,i,i,i,i,i,i,i,i,i,i
CC1CC(C)CN(S(=O)(=O)CCNC(=O)c2ccc3c(c2)OCO3)C1 (configuration not stated),i,i,i,i,i,i,i,i,i,i,i
N/C(=N\OC(=O)c1ccccc1)c1ccncc1,i,i,i,i,i,i,i,i,i,i,i
Cc1[nH]c2ccccc2c1C(=O)C(=O)NCCOc1ccccc1,i,i,i,i,i,i,i,i,i,i,i
O=C(O)CC/C(=N\NC(=O)c1ccncc1)c1ccccc1,i,i,i,i,i,i,i,i,i,i,i
Cc1ccc(N(C(=O)c2csnn2)C(C(=O)NC2CCCCC2)c2ccccn2)cc1C (configuration not stated),i,i,i,i,i,i,i,i,i,i,i
CCCn1c(N2CCN(CC(=O)NCc3cccs3)CC2)nc2ccccc21,i,i,i,i,i,i,i,i,i,i,i
CC(=O)Nc1ccc(S(=O)(=O)c2ccc(C)cc2)cc1,i,i,i,i,i,i,i,i,i,i,i
CCOC(=O)c1ccc(NC(=O)NC2CC3CCC(C2)N3)cc1 (configuration not stated),i,i,i,i,i,i,i,i,i,i,i
O=C(Oc1c(Br)cc(C(=S)N2CCOCC2)cc1Br)c1ccc(Cl)cc1,i,i,i,i,i,i,i,i,i,i,i
CCCCn1c(SCc2nc3ccccc3s2)nc2cc(S(N)(=O)=O)ccc21,i,25*,i,i,i,i,i,i,i,i,i
O=C(NC1CCCN(Cc2ccccc2F)C1)c1cccc(N2CCCC2=O)c1 (configuration not stated),i,i,i,i,i,i,i,i,i,i,i
O=C1OC(c2ccccc2)=C/C1=C\N1CCOCC1,i,i,i,i,i,i,i,i,i,i,i
CCSc1ccccc1C(=O)NCCc1ccccc1,i,i,i,i,i,i,i,i,i,i,i
Cc1ccc(/C=N/Nc2cc(C)nc(NCc3ccccc3)n2)cc1,i,i,i,i,i,i,i,i,i,i,i
Cc1cccc(C(=O)Oc2cc(C)[nH]c(=O)c2[N+](=O)[O-])c1,i,i,i,i,i,i,i,i,i,i,i
Cc1nn(C)cc1-c1csc(N)n1,i,i,i,i,i,i,i,i,i,i,i
O=C(CCN1C(=O)C2CCCCC2C1=O)Nc1ccc(OC(F)F)cc1 (configuration not stated),i,i,i,i,i,i,i,i,i,i,i
O=C(CCc1nnc(CCCc2ccccc2)o1)NCCN1CCOC1=O,i,i,i,i,i,i,i,i,i,i,i
CCOC(=O)Cn1c(=O)c(C#N)cn(C(C)C)c1=O,i,i,i,i,i,i,i,i,i,i,i
COC(=O)c1sc(S(=O)(=O)NC(C)C(=O)O)c(C(=O)OC)c1C (configuration not stated),i,i,i,i,i,i,i,i,i,i,i
CC(=O)c1cc2c(=O)c3cc(C)ccc3oc2nc1C,i,i,i,i,i,i,i,i,i,i,i
O=S1(=O)CC2SC(=S)N(Cc3ccccc3)C2C1 (configuration not stated),i,i,i,i,i,i,i,i,i,i,i
O=C(O)c1cc(S(=O)(=O)N2CCCCC2)ccc1F,i,i,i,i,i,i,i,i,i,i,i
O=C(O)c1ccc(CSc2nc(-c3ccc(Cl)cc3)cc(C(F)(F)F)n2)cc1,i,i,i,i,i,i,i,i,i,i,i
O=C(CS(=O)(=O)Cc1ccccc1)Nc1nc2ccccc2s1,i,i,i,i,i,i,i,i,i,i,i
Cc1cc(-c2nn(-c3ccccc3F)cc2CN2CCC(C(N)=O)CC2)c(C)s1,i,i,i,i,i,i,i,i,i,i,i

# (further entries)
SMILES,TRPC4 act,TMEM16A inh,MrgX1 antagonist,RGS4 block,TRPC4 inh,TMEM16A act,TRPC6 act,TRPC6 inh,TRPC4 potent,MrgX1 agonist,MrgX1 PAM
NC(=O)NCc1cccc(Cl)c1,i,i,i,i,i,i,i,i,i,i,i
Fc1ccc(Sc2nc(-c3ccccc3)nnc2C(F)(F)F)cc1,i,i,i,i,i,i,i,i,i,i,i
COc1ccc(-n2cc(CNCCc3cnc[nH]3)c(-c3cccc(F)c3)n2)cc1,i,i,i,i,i,i,i,i,i,i,i
O=S(=O)(Nc1ccc(-c2nc3cccnc3s2)cc1)c1cc(F)ccc1F,i,i,i,i,i,i,i,i,i,i,i
CCc1nnc(NC(=O)c2cc(C)nc3ccccc23)s1,i,i,i,i,i,i,i,i,i,i,i
O=C1C(=O)c2c(C(=O)c3ccccc3)coc2-c2ccccc21,i,i,i,i,i,i,i,-6.2*,i,i,i
N#Cc1c(C(F)(F)F)cc(-c2cccs2)nc1SCC(=O)O,i,i,i,i,i,i,i,i,i,i,i
CCc1cccc2c(C(=S)N3CCOCC3)c[nH]c12,i,i,i,i,i,i,i,i,i,i,i

# Compound activity (PubChem)
